Rtt109 HAT inh: inhibitors of C. albicans Rtt109/Vps75 HAT, primary screen, biochemical, ThioGlo CoA-SH fluorescence, plate reader | Histone acetyltransferase RTT109 (Candida albicans (strain SC5314 / ATCC MYA-2876)), … | purified Rtt109/Vps75, 4 h | inhibition, % at 34.9 µM | 0.16% of 330,000 active | AID 540336, 2011;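 active means inhibition of at least 50% in every replicate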
Target sequence (Q5AAJ8 whole entry, looked up): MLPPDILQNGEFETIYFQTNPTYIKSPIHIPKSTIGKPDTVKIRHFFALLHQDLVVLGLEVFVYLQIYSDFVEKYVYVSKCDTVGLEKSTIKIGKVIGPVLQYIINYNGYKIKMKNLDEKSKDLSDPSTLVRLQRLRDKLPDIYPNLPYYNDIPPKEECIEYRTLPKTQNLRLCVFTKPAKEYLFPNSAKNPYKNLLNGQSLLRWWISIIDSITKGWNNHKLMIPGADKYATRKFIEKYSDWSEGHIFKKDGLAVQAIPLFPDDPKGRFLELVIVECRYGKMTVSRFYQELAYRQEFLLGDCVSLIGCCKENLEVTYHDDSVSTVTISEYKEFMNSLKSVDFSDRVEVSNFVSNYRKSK
Keap1-Nrf2 PPI: Keap1-Nrf2 protein-protein interaction inhibitors, primary screen, biochemical, fluorescence polarization, single point. Kelch-like ECH-associated protein 1 (Homo sapiens), Q14145. Keap1 Kelch-Nrf2 peptide fluorescence polarization, 1536-well. inhibition, % at 9.4 µM. 0.15% of 340,000 active. AID 504523, 2011; in the data active means inhibition above about 12%;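 further: human Keap1 Kelch domain with fluorescein labeled Nrf2 9mer peptide probe; 0% = neutral control wells and 100% = peptide positive control; higher means more block of Keap1 binding to Nrf2 peptide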
PvdQ acylase: P. aeruginosa PvdQ acylase inhibitors, primary screen, biochemical, fluorescence, plate reader and imaging, single point. 0.063% of 340,000 active. purified PvdQ acylase. inhibition, % at 10 µM. PvdQ acylase [Pseudomonas aeruginosa LESB58]. AID 488965, 2010; in the data active means inhibition above about 30%, passing the limit was not always enough;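 further: 0% = vehicle neutral wells and 100% = reference inhibitor wells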
CDK5 p35 inh: inhibitors of human CDK5/p35 kinase, primary screen, biochemical, single concentration | Recombinant CDK5/p35, ADP-Glo luminescence, 60 min | inhibition, % at 10 µM | 0.01% of 330,000 active | AID 488839, 2010;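 active means highest replicate inhibition of at least 50% and at least 75% of replicates reaching 50%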;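 further: plate controls were DMSO neutral control for no effect and GW8510 at 10 µM for full effect; many of its hits are not listed in these tables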
Target sequence (Q00535 whole entry, looked up): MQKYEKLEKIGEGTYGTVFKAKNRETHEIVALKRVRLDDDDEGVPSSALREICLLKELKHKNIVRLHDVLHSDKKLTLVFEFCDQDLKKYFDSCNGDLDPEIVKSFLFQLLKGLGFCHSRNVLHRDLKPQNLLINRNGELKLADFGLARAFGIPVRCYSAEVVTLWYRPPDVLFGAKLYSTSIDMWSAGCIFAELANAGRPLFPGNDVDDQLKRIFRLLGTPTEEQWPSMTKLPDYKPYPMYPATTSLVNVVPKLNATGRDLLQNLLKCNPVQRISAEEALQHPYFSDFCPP
Target sequence (Q15078 whole entry, looked up): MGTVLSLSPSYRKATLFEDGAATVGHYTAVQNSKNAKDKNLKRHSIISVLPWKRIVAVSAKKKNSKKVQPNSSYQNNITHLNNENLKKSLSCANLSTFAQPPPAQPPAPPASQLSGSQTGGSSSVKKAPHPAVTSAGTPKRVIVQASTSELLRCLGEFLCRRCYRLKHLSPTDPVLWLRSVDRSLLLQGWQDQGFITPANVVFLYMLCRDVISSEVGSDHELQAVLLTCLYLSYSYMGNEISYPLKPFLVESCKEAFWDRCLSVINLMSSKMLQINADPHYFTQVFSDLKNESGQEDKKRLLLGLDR
NSD2 inh: NSD2 histone methyltransferase inhibitors, primary screen, biochemical, AlphaScreen, single concentration, set 2; Histone-lysine N-methyltransferase NSD2 (Homo sapiens), O96028; NSD2 peptide methylation, 120 min; inhibition, % at 12.5 µM; 0.54% of 310,000 active; AID 743445, 2014; in the data active means inhibition above about 50%
PfHsp90 yeast 2: growth inhibition of PfHsp90-expressing yeast, primary screen, antimalarial PfHsp90 inhibitor project, S. cerevisiae, BacTiter-Glo luminescence, single point, set 2; BacTiter-Glo ATP, 48 h; yeast lacking PDR1 and PDR3 efflux regulators; inhibition, % at 9.4 µM; 0.32% of 310,000 active; AID 504621, 2011;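 active means every replicate shows inhibition above about 80%, whatever the replicate mean, limit read from the data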;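 further: 0% = DMSO neutral controls and 100% = 20 µM radicicol positive controls; yeast relying on Plasmodium falciparum Hsp90 in place of its own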
C-LANA FP: inhibitors of KSHV C-LANA binding to DNA, primary screen, biochemical, fluorescence polarization, FAM-LBS DNA, MBP-C-LANA, single point. AID 504423, 2011. Kaposi's sarcoma herpesvirus LANA C-terminal domain (residues 932-1162) DNA binding. inhibition, % at 9 µM. 0.078% of 340,000 active;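 active means highest replicate inhibition at or above 60% at 9 µM, even if other replicates fall short; inactive means all replicates below 60% inhibition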;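 further: 0% = neutral control wells and 100% = 4 µM acridine orange control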
RTF Ca sens inh: cardiac RTF calcium sensitivity inhibitors, primary screen, biochemical, IANBD-TnC fluorescence, EC70 calcium | Troponin I, cardiac muscle (Homo sapiens) + Troponin T, cardiac muscle (Homo sapiens) + … | IANBD-labeled cardiac RTF, Ca2+ fluorescence | inhibition, % at 7.15 µM | 0.12% of 340,000 active;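 active means inhibition above the mean inhibition of all tested compounds plus 3 SD, cut at about 17% in these data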;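 further: assay run at fixed EC70 calcium of 1.6 mM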
cardiac RTF act: cardiac RTF calcium sensitivity activators, primary screen, biochemical, IANBD-TnC fluorescence, EC20 calcium | Troponin I, cardiac muscle (Homo sapiens) + Troponin T, cardiac muscle (Homo sapiens) + … | IANBD-labeled TnC RTF fluorescence at EC20 calcium; 0% EC20 calcium, 100% full calcium | activation, % at 7.2 µM | 0.24% of 340,000 active;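 active means activation above the mean over all tested compounds plus 3 SD, cut at about 30% in these data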;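 further: rise in fluorescence read as greater calcium sensitivity of cardiac thin filaments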
Mot1-301 SUMO: yeast Mot1-301 growth rescue at high temperature, primary screen, SUMOylation pathway inhibitor project, S. cerevisiae, ATP luminescence, 38.5C; growth rescue, % at 18.8 µM; 1% of 320,000 active; AID 2716, 2010; S. cerevisiae Mot1-301 growth rescue; percent above DMSO median, 100 means doubled;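 active means every valid replicate shows activation above 250% relative to neutral control wells; inactive means the rest, any valid replicate at or below 250%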;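 further: OY570 slx delta 5 strain wells were the positive control but not used for scaling; some compounds called inactive have numbers as strong as hits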
dFosB activator: activators of delta FosB homodimer, primary screen, biochemical, fluorescence polarization, TAMRA-CDK5 oligo, single point; AID 493131, 2011; activation, % at 25 µM; Protein FosB (Mus musculus), P13346; purified delta FosB; percent of positive-control signal above neutral wells; 0.99% of 340,000 active;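 active means mean activation above about 17%, with every replicate also reaching it, limit read from the data, passing the limit was not always enough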;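 further: fluorescence polarization rise as delta FosB binds a TAMRA Cdk5 AP-1 oligo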
Starred values were filed as active, the others as inactive; / = not tested or not shown.

SMILES | Rtt109 HAT inh | Keap1-Nrf2 PPI | PvdQ acylase | CDK5 p35 inh | NSD2 inh | PfHsp90 yeast 2 | C-LANA FP | RTF Ca sens inh | cardiac RTF act | Mot1-301 SUMO | dFosB activator
O=C(NNC(=O)c1cc(-c2ccncc2)nc2ccccc12)Nc1ccc(F)cc1 | -2 | 2 | -7 | -2.4 | -1 | 23 | 0.9 | -11 | -3 | -7 | -1
O=C(NN1CCCCC1)c1ccccc1 | 10 | 4 | 0 | 0.5 | -4 | 14 | 0.8 | 4 | 2 | -1 | -5
COc1ccc(S(=O)(=O)NC2CCCC2)cc1NC(C)=O | 21 | -1 | 2 | 0.2 | 3 | -12 | -0.1 | 6 | 4 | -12 | -5
CCOc1ccc(NC(=O)c2cc(S(=O)(=O)N3CCOCC3)cn2C)cc1 | 11 | -1 | 12 | 0.9 | / | -11 | 0.2 | 1 | 2 | -9 | -10
CC(NC(=O)c1ccc(Br)o1)c1ccccc1 (stereo not given) | -9 | -3 | 13 | 0.9 | -1 | 13 | -0.3 | 6 | 1 | -1 | -4
Cc1ccc(N=C(NOC(=O)c2ccccc2)c2nonc2N)c(C)c1 | 31 | 1 | 10 | 0.5 | 0 | 15 | -1.7 | -7 | -3 | 52 | -10
Cc1occc1C(=O)Nc1cccc(Cl)c1Cl | -4 | 3 | 2 | 1.8 | 4 | -19 | -0.5 | -1 | -4 | -18 | -5
COc1ccc(Cn2c(=O)[nH]c3cc(C(=O)NCCCOC(C)C)ccc3c2=O)cc1 | -6 | -5 | 8 | -0.2 | -1 | -8 | -0.5 | 3 | -5 | 32 | 0
O=C(c1cccc2ccccc12)C1CCCN(C(=O)C2CCOCC2)C1 (stereo not given) | -5 | -2 | -15 | -1.7 | -1 | -16 | 0.9 | -5 | -1 | -11 | -1
CSc1nc2ccc(NC(=O)c3c(F)cccc3F)cc2s1 | 1 | 0 | -5 | -1.5 | 0 | 9 | 0.2 | -3 | 0 | 423* | -4

Gathered by group, the compounds so far with fluorine (2)
SMILES | Rtt109 HAT inh | Keap1-Nrf2 PPI | PvdQ acylase | CDK5 p35 inh | NSD2 inh | PfHsp90 yeast 2 | C-LANA FP | RTF Ca sens inh | cardiac RTF act | Mot1-301 SUMO | dFosB activator
O=C(NNC(=O)c1cc(-c2ccncc2)nc2ccccc12)Nc1ccc(F)cc1 | -2 | 2 | -7 | -2.4 | -1 | 23 | 0.9 | -11 | -3 | -7 | -1
CSc1nc2ccc(NC(=O)c3c(F)cccc3F)cc2s1 | 1 | 0 | -5 | -1.5 | 0 | 9 | 0.2 | -3 | 0 | 423* | -4

Carrying on.
SMILES | Rtt109 HAT inh | Keap1-Nrf2 PPI | PvdQ acylase | CDK5 p35 inh | NSD2 inh | PfHsp90 yeast 2 | C-LANA FP | RTF Ca sens inh | cardiac RTF act | Mot1-301 SUMO | dFosB activator
O=C1CCN(C(=O)c2ccccc2)C2CCCCC12 (stereo not given) | -14 | -6 | -22 | 0.4 | -1 | 27 | 0.8 | -6 | 1 | -21 | -2
Clc1ccccc1Nc1c2c(nc3ncnn13)CCC2 | -1 | -6 | -10 | 2.8 | -1 | 9 | -0.7 | 4 | -1 | -13 | -7
CCOC(=O)Cc1csc(NC(=O)CSc2nccn2C)n1 | 3 | -6 | 2 | 0.4 | / | 6 | -0.1 | -4 | 2 | 309 | -10
CCOC(=O)N1CCN(c2nc(-c3cccc(OC)c3)cc(C(F)(F)F)n2)CC1 | -4 | -1 | -13 | 1.1 | -11 | 1 | -0.3 | -3 | -5 | -12 | -8
O=C(CC1C(=O)NCCN1Cc1ccc(F)cc1)NCCCn1cccn1 (stereo not given) | 0 | -1 | -8 | 0.3 | -1 | / | 0.4 | -26 | 8 | -1 | -1
COc1ccc2nc(SC(C)C(=O)NCC(=O)Nc3ccc(F)c(F)c3F)[nH]c2c1 (stereo not given) | 3 | -2 | -12 | 2.5 | 3 | -6 | 0.7 | 3 | -6 | / | 5
CCOc1ccc2[nH]c(=O)c(CN(Cc3cccs3)C(CC)c3nnnn3C(C)(C)CC)cc2c1 (stereo not given) | -4 | -1 | -2 | -0.9 | 1 | 33 | 2.2 | -4 | -6 | / | -6
Nc1ccc(C(=O)Nc2cccc(N)c2)cc1 | -1 | 4 | -13 | -0.3 | / | 6 | 0.2 | -11 | 4 | -12 | -1
O=C(CCc1nnc2ccc(NCc3ccco3)nn12)N1CCN(c2ccc(F)cc2)CC1 | -4 | 1 | 1 | -0.7 | 5 | -5 | 0.5 | 0 | -5 | 368 | 2
CCOC(=O)c1cnc2cc(-c3ccc(C(C)(C)C)cc3)nn2c1N | 8 | -5 | 2 | -5.4 | -5 | -7 | -0.8 | 12 | 4 | 233 | 0
CCOc1ccccc1NS(=O)(=O)c1cn(C)nc1C | -7 | 0 | -10 | 0.5 | -3 | -3 | -1.0 | -6 | -2 | 1 | -1
Cc1cc(C)c(NC(=O)CSc2nc(=O)n(CCN3CCOCC3)c3c2CCCC3)c(C)c1 | -4 | 0 | -11 | -0.5 | -4 | / | -0.1 | -7 | -1 | 3 | -6
O=C(NCCCc1nc2ccccc2[nH]1)c1ccco1 | 15 | -4 | -11 | -0.2 | -1 | 20 | -0.1 | -8 | -3 | 237 | -6
COc1ccc(OC)c(C(=O)c2ccc(C(=O)c3cc(OC)ccc3OC)cc2)c1 | 1 | -3 | -15 | 0.7 | -3 | 6 | 0.9 | -3 | 4 | 2 | -6
COc1ccc(OC)c(C2=NS(=O)(=O)N(C)C(C(=O)NCc3cccs3)=C2)c1 | 6 | -5 | -10 | / | 5 | 21 | -0.6 | 6 | -8 | -17 | -5
COc1ccccc1C(C)NC(=O)C1CCN(S(=O)(=O)c2cccs2)CC1 (stereo not given) | -2 | -5 | -13 | -1.0 | 1 | 22 | -2.6 | -5 | 0 | -7 | -10
CCCOc1ccc(N2C(=O)CC(N(CCc3ccc(OC)cc3)C(=O)c3ccccc3)C2=O)cc1 (stereo not given) | -4 | -5 | -18 | 0.4 | 1 | 44 | -1.1 | 5 | -3 | 0 | -1
COc1ccccc1Nc1ccc(C(=O)O)cc1[N+](=O)[O-] | 6 | -5 | -13 | 1.7 | 2 | 19 | 0.8 | -13 | 8 | -16 | -1
CCOC(=O)c1cc(-c2nnc(-c3cc(OC)c(OC)c(OC)c3)o2)c(C)nc1C | -16 | 1 | 3 | 0.5 | 2 | -7 | 0.6 | 4 | 0 | 4 | -9
CCCN(CCC)C(=O)CSc1nc2ccccc2c(=O)n1CC1COc2ccccc2O1 (stereo not given) | 5 | 4 | 6 | 1.2 | -3 | 13 | -2.1 | -7 | 4 | -8 | -16
C=C(C)C(=O)NNc1ccccc1 | 1 | 0 | -10 | 1.1 | -1 | -43 | -0.2 | -5 | 3 | 0 | -4
Cc1cc(C)c2cc(CN(CCO)C(=O)NC3CCCCC3)c(=O)[nH]c2c1 | 16 | 2 | -1 | -0.7 | / | -2 | -7.9 | -6 | -3 | -6 | -8
COc1ccccc1N1CCN(C(=O)c2c(-c3ccccc3Cl)noc2C)CC1 | 5 | -5 | 5 | -0.5 | 0 | 11 | -1.3 | -1 | -4 | -2 | -11
CCN(CC)c1ccc(S(=O)(=O)N2CCOCC2)cc1NC(=O)CN1CCc2ccccc2C1 | / | -5 | -6 | 0.9 | -1 | 17 | 1.1 | 0 | -7 | -12 | -9
Cc1ccc2[nH]c(=O)c(CNS(=O)(=O)c3ccccc3)c(-c3ccccc3)c2c1 | -1 | -1 | 0 | 0.6 | -2 | -14 | -2.1 | 11 | -4 | -16 | -3
CCOC(=O)C1(Cc2cccc(F)c2)CCN(CC2CC2)CC1 | -9 | 2 | -5 | 2.2 | -2 | -4 | -0.3 | -4 | 0 | 466 | -3
O=C(Nc1ccccc1N1CCCCC1)c1ncoc1-c1cccc(F)c1 | -9 | 0 | 7 | 2.5 | / | 8 | 2.1 | -2 | -4 | 1 | -6
CC(=O)N(Cc1ccc(F)cc1)c1cccc(C)c1C | / | -7 | -20 | 0.9 | -2 | 23 | 0.8 | 2 | -2 | 8 | 4
O=S(=O)(c1ccccc1)[C@@]1(c2ccc(Br)cc2)C[C@@H]2ON=C(c3ccccc3)[C@@H]2C1 | 1 | 0 | -20 | 0.4 | / | -46 | 0.8 | 4 | -4 | 0 | -5
C/C(=N/NS(=O)(=O)c1cccc([N+](=O)[O-])c1)c1c[nH]c2ccccc12 | -11 | -9 | -15 | 1.7 | 2 | -27 | 0.8 | -1 | 3 | 4 | 6
CCCCc1nnc(NC(=O)C2CC(=O)N(Cc3ccccc3)C2)s1 (stereo not given) | 3 | 2 | -8 | -0.9 | 0 | -2 | -1.0 | 0 | 0 | 8 | -6
CCC(=O)NNc1nc2c(Cl)cccc2s1 | 1 | 3 | -13 | 0.0 | -1 | -1 | 1.4 | 3 | -1 | 13 | 5
O=C(CNC(=O)c1nc[nH]c1C(=O)NCc1ccccc1)OCc1ccccc1 | 4 | 4 | -9 | -0.7 | / | -3 | 2.0 | -3 | -7 | -13 | -7
CN1C(=O)c2ccccc2C(C(=O)NCC2CCCO2)C1c1c[nH]c2ccccc12 (stereo not given) | 1 | -9 | -15 | -1.8 | -3 | -8 | 3.5 | 0 | -4 | 9 | -5
COc1cc(C(=O)OCc2cc3ccccc3[nH]c2=O)cc(OC)c1OC | 1 | 2 | 7 | 0.1 | -3 | -9 | -0.1 | 1 | -4 | 16 | 10
COc1ccc(C2/C=C\CNCC(=O)N2Cc2ccc(F)cc2)cc1 (stereo not given) | -1 | -5 | -1 | -0.2 | / | / | -2.2 | -3 | 5 | 6 | 1
CCC1(CC)C(=O)C2=C3C1[C@H](C(=O)OC)C=C(C(=O)OC)C[C@H]3n1c(=O)n(-c3ccccc3)c(=O)n1[C@H]2C (stereo not given in full) | 14 | -3 | -10 | -1.5 | / | -32 | -0.1 | -11 | -5 | 4 | 3
CN1C(=S)SC(/[N+]([O-])=C\c2ccco2)C1(C)C (stereo not given) | -6 | -5 | -10 | -0.9 | -3 | -3 | -1.0 | -2 | 0 | 19 | 4
O=C(N/N=C/c1ccc(OC2CSC2)cc1)c1ccc(CN2CCOCC2)cc1 | -2 | -1 | 0 | -0.2 | -6 | 10 | -0.3 | 5 | -1 | -18 | -6

Compound activity: PubChem, several laboratories
